PLAP act: activates human placental alkaline phosphatase; P05187; purified PLAP enzyme, luminescent substrate read-out; active compounds read high; activation fold at 20 µM; hit rate 1.2% among 96,000; in the data active = activation fold above about 2
CYP2C9 inh: blocks human cytochrome P450 2C9. P11712. CYP2C9 Supersomes, luciferin-H conversion, luminescence. inhibition, % at 5 µM. hit rate 20% among 96,000;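 active = blocking of liver enzyme CYP2C9 beyond about 50% at 5 µM, limit read from the data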; also: values of inactives mirror those of a sister screen read the other way
EphB4 ephrin blk: antagonists of human EphB4-ephrin-B2 interaction; hit rate 0.15% among 97,000; EphB4 LBD / TNYL-RAW-Alexa532 peptide, fluorescence polarization; inhibition, % at 7 µM; AID 720;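 active = inhibition above the screen-wide mean inhibition plus 3 SD, cut at about 15% in these data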;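 also: 0% = DMSO wells and 100% = excess unlabeled TNYL-RAW peptide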
CYP2C19 inhib: human CYP2C19 inhibition | inhibition, % at 5 µM | hit rate 21% among 96,000 | AID 778 | CYP2C19 Supersomes, luciferin-H EGE luminescence, 30 min;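 active = CYP2C19 inhibition above a set limit at 5 µM in the primary screen, cut at about 50% in these data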;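 also: plate controls were negative control wells for no effect and 2.5 mM tranylcypromine positive control for full effect; values of inactives mirror those of a sister screen read the other way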
Target sequence (P33261 whole entry, looked up): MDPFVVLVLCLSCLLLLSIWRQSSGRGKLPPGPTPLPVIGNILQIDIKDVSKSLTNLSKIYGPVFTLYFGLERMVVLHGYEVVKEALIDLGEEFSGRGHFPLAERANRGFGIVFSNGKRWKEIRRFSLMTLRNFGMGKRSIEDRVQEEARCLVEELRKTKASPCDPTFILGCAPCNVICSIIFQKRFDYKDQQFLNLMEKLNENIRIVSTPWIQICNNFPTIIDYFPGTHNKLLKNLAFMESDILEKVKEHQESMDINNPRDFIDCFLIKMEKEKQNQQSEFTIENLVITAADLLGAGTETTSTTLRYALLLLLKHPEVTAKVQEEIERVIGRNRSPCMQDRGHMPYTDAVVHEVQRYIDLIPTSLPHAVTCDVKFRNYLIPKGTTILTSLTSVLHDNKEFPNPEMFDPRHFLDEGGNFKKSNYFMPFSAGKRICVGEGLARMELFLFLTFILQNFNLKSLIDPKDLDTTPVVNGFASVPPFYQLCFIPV
PLK1 inh: inhibitors of human PLK1 kinase; inhibition, % at 10 µM; hit rate 0.53% among 97,000; recombinant PLK1 kinase, TR-FRET peptide phosphorylation; P53350;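 active = inhibition of 50% or more in the single-concentration screen; inactive = inhibition below 50%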;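 also: 0% = DMSO max control and 100% = H-89 dihydrochloride min control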
Target sequence (P53350 whole entry, looked up): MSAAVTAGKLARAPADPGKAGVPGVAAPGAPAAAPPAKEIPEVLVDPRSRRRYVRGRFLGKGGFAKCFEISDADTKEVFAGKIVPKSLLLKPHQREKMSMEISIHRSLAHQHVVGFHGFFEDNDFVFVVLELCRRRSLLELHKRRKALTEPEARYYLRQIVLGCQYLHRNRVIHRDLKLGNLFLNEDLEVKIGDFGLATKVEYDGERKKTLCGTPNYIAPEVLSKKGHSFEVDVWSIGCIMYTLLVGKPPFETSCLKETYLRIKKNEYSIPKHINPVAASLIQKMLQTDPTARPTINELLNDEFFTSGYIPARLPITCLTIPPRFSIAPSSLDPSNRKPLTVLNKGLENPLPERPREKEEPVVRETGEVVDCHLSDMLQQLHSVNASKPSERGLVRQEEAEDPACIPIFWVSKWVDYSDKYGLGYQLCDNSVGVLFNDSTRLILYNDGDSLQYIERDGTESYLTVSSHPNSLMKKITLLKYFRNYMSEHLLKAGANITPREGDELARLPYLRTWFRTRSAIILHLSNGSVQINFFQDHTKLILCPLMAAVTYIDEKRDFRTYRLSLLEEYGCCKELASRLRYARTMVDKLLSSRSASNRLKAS
CYP2C9 act: CYP2C9 (human) activation; recombinant CYP2C9, luciferin-H conversion, luminescence; active compounds read high; factor 1 = untreated enzyme, 0 = blocked; activation factor at 5 µM; hit rate 1.4% among 96,000;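 active = activation factor of 2 or more for CYP2C9 at a 5 µM dose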;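 also: 0 = sulfaphenazole-blocked wells and 1 = vehicle-only wells; values of inactives mirror those of a sister screen read the other way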
CYP2C19 activ: cytochrome P450 2C19 (human) activation; AID 1025; recombinant CYP2C19, luciferin-H EGE luminescence; active compounds read high; 0 = fully inhibited enzyme, 1 = untreated enzyme; 96,000 tested, under 10 active; activation factor at 5 µM;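 active = activation factor of at least 2 at 5 µM in the primary screen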;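 also: 0 = wells with 2.5 mM tranylcypromine and 1 = vehicle-only wells; values of inactives mirror those of a sister screen read the other way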
PLK1 PBD inh: blocks phosphopeptide binding to human Plk1 polo box domain; P53350; hit rate 0.13% among 97,000; inhibition, %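 (tested at about 20 µM)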; Plk1 PBD phosphopeptide binding, fluorescence polarization; in the data active = inhibition above about 34%, passing the limit was not always enough
HIV Rev-RRE inh: HIV Rev-RRE protein-RNA interaction inhibition; P05866; Rev peptide-RRE RNA binding, FRET; inhibition, % at 8 µM; hit rate 0.79% among 97,000;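 active = inhibition above the screen-wide mean plus 3 SD, cut at about 35% in these data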;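 also: 0% = median DMSO wells and 100% = median Neomycin B control wells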
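Test system: Cy5-tagged RRE RNA duplex with fluorescein-tagged Rev peptide | Read-out: % inhibition of FRET ratio versus controls | Probe or stimulus: Labelled Rev peptide | Incubation: 5 min RNA-compound premix plus 15 min binding step, 25 °C | Technique: FRET fluorescence readout | Benchmarks: DMSO low control, neomycin B high control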
* hit, by the source's call; nt = not tested or not shown.

SMILES	PLAP act	CYP2C9 inh	EphB4 ephrin blk	CYP2C19 inhib	PLK1 inh	CYP2C9 act	CYP2C19 activ	PLK1 PBD inh	HIV Rev-RRE inh
O=C(Nc1ccccc1)N1CCC(n2c(=O)[nH]c3ccccc32)CC1	1.3	72.0*	-4.7	28.0	-12.4	0.3	0.7	16.8	-0.5
Nc1nc(CN2CCC(Cc3ccccc3)CC2)nc(Nc2ccccc2)n1	1.2	6.9	-2.0	10.4	-1.1	0.9	0.9	-14.6	9.5
Cc1cc(C)nc(NCC(O)CNc2ccccc2C)n1 (stereo unspecified)	1	7.1	2.3	18.7	-10.0	0.9	0.8	-18.6	5.0
CSc1nnc(Nc2ccccc2C)s1	1.2	25.8	-6.2	68.5*	-13.0	0.7	0.3	8.6	2.8
O=C(Nc1ccncc1)C1CCCN(S(=O)(=O)c2cccc3cccnc23)C1 (stereo unspecified)	1	94.2*	2.4	98.7*	2.7	0.1	0	10.4	-0.4
CCSc1nc2ccccc2c(=O)n1OCC(=O)OC	0.9	-21.9	-12.2	15.7	0.7	1.2	0.8	1.9	-1.5
CC(C)C(=O)c1cc2c(cc1NC(=O)c1cccs1)OCCO2	0.9	17.3	4.9	-3.3	-0.7	0.8	1	-7.2	10.7
COc1cc2c(cc1NC(=O)c1cccc([N+](=O)[O-])c1)oc1ccccc12	1.3	-12.5	6.7	-10.9	5.9	1.1	1.1	-14.5	2.4
O=C(CNC(=O)c1ccco1)Nc1cc(Cl)ccc1N1CCOCC1	1.4	73.2*	-5.4	38.2	-17.5	0.3	0.6	11.0	-0.6
CC(Oc1ccc(Br)cc1)C(=O)N1CCc2ccccc21 (stereo unspecified)	nt	nt	6.3	nt	-11.1	nt	nt	1.8	1.0
Cc1ccc(NC(=O)c2noc3c2CCCCC3)cc1C	0.9	-2.6	nt	-2.1	nt	1	1	nt	nt
Cc1ccc2c(c1)CCCN2C(=O)c1ccco1	0.9	-22.8	2.8	12.8	-10.5	1.2	0.9	17.8	3.7
Cc1ccc2cc(CCNC(=O)C(C)C)c(=O)[nH]c2c1	0.9	31.0	nt	35.2	nt	0.7	0.6	nt	nt
Cc1cc(C)nc(N(C#N)Cc2ccccc2Cl)n1	0.9	-176.7	-2.9	68.4*	-6.4	2.8*	0.3	-12.7	0.1
O=C1/C(=C/c2cccs2)SC(=S)N1c1ccccc1	0.9	3.6	-1.5	3.6	-0.1	1	1	-35.2	6.7
CCCCc1nc2ccccc2c(C(=O)O)c1C	1	15.5	-4.0	7.9	1.4	0.8	0.9	26.5	-0.3
O=C1c2ccncc2C(=O)N1C1CCCCC1	1	12.5	0.4	-1.7	6.1	0.9	1	-26.3	7.4
CCc1cc2c(NCC3CCCO3)ncnc2s1 (stereo unspecified)	0.9	20.7	-8.2	17.2	-5.8	0.8	0.8	9.7	-0.1
CC(C)(C)OC(=O)N1CCC(c2cc(=O)n3[nH]c(-c4ccc(Cl)cc4)cc3n2)CC1	1.1	-19.7	-6.7	-8.8	-21.2	1.2	1.1	2.6	-3.1
COc1ccc2nc(SCC(N)=O)cc(C)c2c1	0.7	-43.9	-4.9	3.2	-6.6	1.4	1	-4.7	1.7
O=C(Cc1ccccc1)n1nc(-c2ccco2)nc1SCc1ccccc1	1	29.5	-3.5	67.9*	-7.6	0.7	0.3	-24.6	1.4
COC(=O)C1C2C=CC3(CN(c4cccc(C)c4)C(=O)C13)O2 (stereo unspecified)	1.3	-2.4	4.5	-1.2	-5.2	1	1	7.7	6.7
CCCc1cc(=O)oc2cc(C)cc(OCC(=O)O)c12	1.2	42.6	-3.6	16.9	-8.3	0.6	0.8	16.6	5.7
CCOC(=O)C(C)n1cnc2c(oc3ccccc32)c1=O (stereo unspecified)	1	17.7	4.1	7.7	-12.3	0.8	0.9	1.4	5.2
Cc1ccc(OCCCC(=O)Nc2ccc(N3CCOCC3)cc2)c(C)c1	1	-2.9	-0.8	-5.4	-11.5	1	1.1	1.0	-1.9

As entered above.
PLK1 PBD inh result of `Nc1nc(CN2CCC(Cc3ccccc3)CC2)nc(Nc2ccccc2)n1` : -14.6
CYP2C19 activ result of `Cc1ccc2cc(CCNC(=O)C(C)C)c(=O)[nH]c2c1` : 0.6

Other results follow:
SMILES	PLAP act	CYP2C9 inh	EphB4 ephrin blk	CYP2C19 inhib	PLK1 inh	CYP2C9 act	CYP2C19 activ	PLK1 PBD inh	HIV Rev-RRE inh
O=C(COc1ccc(S(=O)(=O)N2CCCCC2)cc1)NCc1cccnc1	0.9	59.8*	4.2	25.6	-8.2	0.4	0.7	-7.0	7.7
CCC(=O)Nc1ccc(NC(=O)c2ccccc2Cl)nc1	0.9	-37.6	2.3	12.9	-2.7	1.4	0.9	-6.9	11.4
CC1CN(C(=O)c2c([N+](=O)[O-])cnn2C)CC(C)O1 (stereo unspecified)	0.9	12.8	-3.4	17.4	2.8	0.9	0.8	20.3	3.1
O=C(NCCCN1CCOCC1)c1ccc(CS(=O)(=O)c2c(Cl)cccc2Cl)o1	1.4	12.2	-1.2	7.3	-8.3	0.9	0.9	-12.2	5.0
CN1CC(=O)Nc2ccc(F)cc2C1=O	0.9	-9.5	8.4	-0.4	-13.3	1.1	1	-6.9	5.8
COc1ccccc1NC(=O)CSc1nnc(CNC(=O)c2ccco2)o1	1	-12.1	-0.5	-10.7	25.9	1.1	1.1	-4.9	2.7
c1cnc(SCCCOc2ccc3ccccc3c2)nc1	1	16.0	-0.6	9.6	-5.4	0.8	0.9	-25.0	12.0
COCCn1c(C)cc(C(=O)CSc2ncnc3sc4c(c23)CCC4)c1C	1	-41.7	-0.7	57.5*	-14.3	1.4	0.4	4.0	2.3
COc1ccc(-n2nnnc2SCC(=O)Nc2nnn(C)n2)cc1	1	-10.6	1.0	-18.0	-12.3	1.1	1.2	15.2	0.5
CC(C)C(=O)c1cc2c(cc1NC(=O)c1ccccc1)OCCO2	1	38.2	6.1	7.5	-10.3	0.6	0.9	0.4	5.6
CSc1nc(Oc2ccc3ccccc3c2)c2sccc2n1	1.4	87.0*	4.9	19.7	-23.8	0.1	0.8	-28.0	11.0
Cn1c2ccc(CC(=O)O)cc2c2cc(CC(=O)O)ccc21	1.3	-5.8	-2.0	-10.1	10.6	1.1	1.1	5.4	-0.6
Cc1sc(NC(=O)c2ccco2)c(C(c2cccnc2)N2CCN(c3ccc(F)cc3)CC2)c1C (stereo unspecified)	1.3	99.0*	nt	95.1*	nt	0	0	nt	nt
COc1ccc(C(=O)CSc2nnc(Cn3cnc4ccccc43)o2)cc1	1.1	-10.2	-1.6	29.8	-11.7	1.1	0.7	6.6	1.3
O=C(CN1C(=O)CC(c2ccccc2)=Nc2ccccc21)NCc1ccco1	0.9	71.0*	-6.4	40.5	-10.2	0.3	0.6	5.0	-5.8
COc1ccc(OC)c(NC(=O)C2CCN(Cc3cnn(-c4ccccc4)c3-n3cccc3)CC2)c1	1.9	12.9	-1.7	4.9	-5.5	0.9	1	-20.8	1.6
CCOC(=O)c1ccc(NS(=O)(=O)c2ccc3c(c2)oc(=O)n3C)cc1	nt	nt	-8.2	nt	-7.5	nt	nt	-9.6	-5.8
O=c1oc(Nc2cccc(F)c2)nc2ccccc12	1	8.4	2.1	4.0	-12.1	0.9	1	0.3	0.1
CC/C(=N\NC(=O)c1ccc(-c2ccccc2)cc1)C12CC3CC(CC(C3)C1)C2	0.9	39.3	2.0	67.1*	5.6	0.6	0.3	-12.1	5.4
CCn1nccc1C(=O)Nc1cc(Cl)ccc1Cl	0.9	-10.4	1.4	2.6	-7.1	1.1	1	-13.7	3.1
O=C(Cc1c(O)c2ccccc2[nH]c1=O)NC1CCCCCCC1	0.9	10.8	nt	8.7	nt	0.9	0.9	nt	nt
COc1ccc(-c2cnnn2-c2ccc(N)cc2)cc1OC	nt	nt	-2.0	nt	-5.2	nt	nt	-19.8	7.0
CS(=O)(=O)N1CCCC(C(=O)NCc2ccco2)C1 (stereo unspecified)	1.1	-14.0	2.9	-18.1	-6.1	1.1	1.2	19.0	3.8
CCN(c1ccc(C)c(C)c1)S(=O)(=O)c1ccc2c(c1)CCN2C(=O)CCC(=O)O	1.5	51.5*	1.8	-12.5	-3.7	0.5	1.1	-6.5	-0.4
Nn1c(SCc2ccccc2)nnc1-c1ccccn1	1	-12.6	5.8	16.9	-4.4	1.1	0.8	-33.2	7.1
Going on with the list:
SMILES	PLAP act	CYP2C9 inh	EphB4 ephrin blk	CYP2C19 inhib	PLK1 inh	CYP2C9 act	CYP2C19 activ	PLK1 PBD inh	HIV Rev-RRE inh
Cc1cc2c(ncn2C)c(NS(=O)(=O)c2ccccc2Cl)c1C	1.1	5.0	2.9	48.7	-2.0	0.9	0.5	-7.8	6.7
Cc1ccc(-c2noc(CCCC(=O)N3CCOCC3)n2)cc1	0.9	5.1	nt	17.7	nt	0.9	0.8	nt	nt
CCOc1c(OC(C)=O)ccc(/C=C2\N=C(SCC)SC2=O)c1[N+](=O)[O-]	0.9	20.1	1.7	4.4	-11.0	0.8	1	38.4	4.8
O=S(=O)(c1ccc(Cl)cc1)N1CCC(N2CCOCC2)CC1	1.2	-10.8	-0.3	32.0	-2.3	1.1	0.7	12.5	-4.2
CC1Cc2nc(SCC(=O)NC3CCCCC3)n(C)c(=O)c2S1 (stereo unspecified)	1	13.7	-4.8	23.3	-10.6	0.9	0.8	3.2	-0.3
Cc1ccc(-c2ccc(OCC(=O)N3CCOCC3)cc2)cc1	1.2	28.4	4.1	7.5	-0.7	0.7	0.9	-7.5	1.6
N=C(N)SCc1nc2ccccc2c(=O)n1-c1ccccc1Cl	1.5	1.8	0.7	24.0	-7.8	1	0.8	-23.9	9.7
Cc1nc2ncnn2c(C)c1Cc1c(Cl)cccc1Cl	0.9	29.8	3.3	61.8*	-4.7	0.7	0.4	-17.1	6.1
Nc1ccc2nc(-c3ccccc3)[nH]c2c1	1.1	6.0	7.2	18.7	-15.1	0.9	0.8	-0.8	10.7
N#CC1=C(N)Oc2n[nH]c(-c3ccccc3)c2C1c1ccncc1 (stereo unspecified)	1.6	88.8*	3.1	84.8*	6.1	0.1	0.2	12.0	3.7
CCCCOC(=O)C1CCCC(C(=O)OCCCC)N1 (stereo unspecified)	1.1	23.1	2.2	17.9	-4.6	0.8	0.8	8.8	5.0
COc1ccc(-c2nnc(SCc3nc4ccccc4s3)n2C(C)C)cc1	0.9	39.1	2.3	92.8*	-6.1	0.6	0.1	25.3	9.7
N/C(=N\OC(=O)CC1CCCCC1)c1ccccn1	0.9	10.1	-2.2	24.0	-5.7	0.9	0.8	-2.3	5.7
CC(=O)c1nc(N2C(=O)C3CC=C(C)CC3C2=O)sc1C (stereo unspecified)	1.1	19.6	-7.4	-13.9	-9.7	0.8	1.1	-7.2	-4.1
O=C(CCCOc1ccccc1)Nc1nncs1	1.3	82.6*	9.3	97.0*	-9.7	0.2	0	8.4	4.5
CCOC(=O)c1ccc(NC(=O)CN(Cc2ccc(Cl)cc2)S(C)(=O)=O)cc1	1.4	83.4*	-2.9	93.5*	-4.4	0.2	0.1	21.0	21.5
C=C(C)c1cccc(C(C)(C)NC(=O)NCCCN2CCCC2=O)c1	2.3*	13.3	-10.6	10.6	6.6	0.9	0.9	-14.9	-3.0
O=C(NCc1ccccc1)C1CC(=O)N(c2ccc(OCC(=O)N3CCCC3)cc2)C1 (stereo unspecified)	nt	nt	-5.2	nt	-15.8	nt	nt	7.0	1.6

Bioassay records deposited in PubChem BioAssay by several laboratories.
